# OX1R antag-1 = blocks the human orexin 1 receptor; O43613; CHO/OX1R cells, Fluo-8 calcium fluorescence, orexin A; inhibition, % at 5 µM; hit rate 0.43% among 330,000; AID 434989;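 active = inhibition above its plate's threshold, mean inhibition of all tested compounds on the plate plus 3 SD, cut at about 37% in these data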;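 also: 0% = orexin A challenge wells and 100% = SB-334867-A antagonist wells; not every result past the cut was called active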
# Target sequence (O43613 whole entry, looked up): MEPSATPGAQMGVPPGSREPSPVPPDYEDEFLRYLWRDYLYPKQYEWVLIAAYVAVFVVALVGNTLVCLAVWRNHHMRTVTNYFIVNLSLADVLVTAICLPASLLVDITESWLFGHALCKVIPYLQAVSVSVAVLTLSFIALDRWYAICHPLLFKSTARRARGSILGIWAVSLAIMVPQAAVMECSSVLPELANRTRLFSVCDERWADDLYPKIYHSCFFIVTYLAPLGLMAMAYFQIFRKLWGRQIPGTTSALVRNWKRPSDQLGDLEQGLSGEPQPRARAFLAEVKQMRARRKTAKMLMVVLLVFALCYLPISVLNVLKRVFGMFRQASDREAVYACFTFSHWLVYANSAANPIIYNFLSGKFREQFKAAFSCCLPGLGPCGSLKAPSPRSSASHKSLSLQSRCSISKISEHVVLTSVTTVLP
# OX1R antag-2 = antagonists of human orexin 1 receptor (OX1R); OX1R-expressing cells, FRET antagonist read-out; inhibition, % at 6.6 µM; hit rate 1.8% among 330,000; AID 485270; in the data active = inhibition mostly above about 38%, no sharp cut-off; inactive = mostly below about 40%;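 also: 0% = agonist challenge alone and 100% = reference antagonist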
# * marks the source's active call; other numbers are inactive results; & = joins results of further samples.
# The first 3 records, to show the layout:
SMILES,OX1R antag-1,OX1R antag-2
Cn1cc(/C=C/C(=O)N2CCCC(C(=O)c3ccc(C(F)(F)F)cc3)C2)cn1 (stereo unspecified),-19,9
Cn1c(Sc2nc3ccccc3n2C)nc2ccccc21,-22,10
O=C(N/N=C/c1ccncc1)c1ccc2c(c1)OCO2,-12,23

# This part in full, from the start:
SMILES,OX1R antag-1,OX1R antag-2
Cn1cc(/C=C/C(=O)N2CCCC(C(=O)c3ccc(C(F)(F)F)cc3)C2)cn1 (stereo unspecified),-19,9
Cn1c(Sc2nc3ccccc3n2C)nc2ccccc21,-22,10
O=C(N/N=C/c1ccncc1)c1ccc2c(c1)OCO2,-12,23
CN(Cc1ccc(Cl)cc1Cl)C(=O)CNC(=O)c1ccco1,-16,27
CCOC(=O)C1CCN(C(=O)c2ccc(N3CCOCC3)c([N+](=O)[O-])c2)CC1,-7,22
CCC1Oc2ccc(C)cc2N(CC(=O)NCc2ccccc2OC)C1=O (stereo unspecified),-19,15
c1ccc(Nc2nc3ccccc3n3nnnc23)cc1,-19,30
CCCN(CCC)C(=S)Nc1cc(C(=O)OC)ccc1C(=O)OC,-35,10
CCN(C(=O)CSc1nc(-c2ccccc2)cn1N)c1c(N)n(Cc2ccccc2)c(=O)[nH]c1=O,-12,18
COc1ccc(C(=O)NC(Cc2c[nH]c3ccccc23)C(=O)O)cc1 (stereo unspecified),0,9
COc1cc2cc(Oc3ccc4ccc(=O)oc4c3)c(=O)oc2cc1OC(C)=O,7,9
O=C(CN(C(=O)C1COc2ccccc2O1)c1ccccc1)NCC1CCCO1 (stereo unspecified),-12,1
O=C(CSc1ccccc1)N/N=C/c1ccccc1O,-12,16
CC(C)Sc1nc2ccsc2c(=O)[nH]1,-7,11
Cn1nc(-c2ccc(Cl)cc2)cc1NC(=O)CC(C)(C)CC(=O)O,-14,0
CCCNC(=O)c1nc(C)n(-c2cc(Cl)cc(Cl)c2)n1,-48,13
CS(=O)(=O)N1N=C(c2ccco2)CC1c1ccccc1Cl (stereo unspecified),-14,15
COc1cccc2cc(C(C)=O)oc12,-7,3
CC1CCCN(C(=O)CSc2nc3ncccc3[nH]2)C1 (stereo unspecified),-11,2
COc1ccc(C(=O)OCc2nnc(-c3ccccc3)o2)cc1S(=O)(=O)N1CCOCC1,-20,20

# Part of the list above, with two lines to a compound:
# The line under a structure holds: OX1R antag-1 | OX1R antag-2
CN(Cc1ccc(Cl)cc1Cl)C(=O)CNC(=O)c1ccco1
    -16 | 27
CCCNC(=O)c1nc(C)n(-c2cc(Cl)cc(Cl)c2)n1
    -48 | 13
Cn1c(Sc2nc3ccccc3n2C)nc2ccccc21
    -22 | 10

# Further compounds follow:
SMILES,OX1R antag-1,OX1R antag-2
CCN1CCCc2cc(CN(CCN3CCOCC3)C(=S)Nc3ccc(OC)c(Cl)c3)ccc21,-34,17
CN(C(=O)COC(=O)Cc1ccc(Cl)cc1)C1CCCCC1,-11,13
O=C(NCc1ccc2c(c1)OCO2)C(=O)Nc1cc2c3c(c1)CC(=O)N3CCC2,-15,16
Cc1ccc(N2CC(C(=O)Nc3ccc4c(c3)OCO4)CC2=O)cc1C (stereo unspecified),-13,8
CC(=O)NN1C(=O)c2ccccc2NC1c1ccccc1F (stereo unspecified),15,0
Cc1ccc(NC2CCCN(C(=O)c3cccs3)C2)cc1C (stereo unspecified),-19,34
CCCOc1ccc(-c2c(C(=O)N/N=C(\C)COc3ccccc3)nnn2-c2nonc2N)cc1,-14,24
CCNC(=S)NNC(=O)Nc1ccccc1,-7,9
Cc1c(Cl)cccc1NC(=S)NCCc1ccc(S(N)(=O)=O)cc1,4,9
O=C(CCSc1ccc(Cl)cc1)NC1CCCC1,-6,9
Cn1c(SCC(=O)Nc2ccc3nc(SCC(=O)NC4CC4)sc3c2)nnc1-c1ccccc1,-17,24
Cc1cc2c(sc3c(C)ccc(C)c32)c(C)n1,-9,8
CC(C)c1ccc(NC(=O)C(c2ccccc2)N2CCN(C(=O)c3ccco3)CC2)cc1 (stereo unspecified),-28,-2
O=C(NCc1cn(-c2ccccc2)nc1-c1ccccc1)c1cccc([N+](=O)[O-])c1,-7,24
O=[N+]([O-])c1cc(S(=O)(=O)NCCN2CCOCC2)ccc1Sc1nnnn1-c1ccccc1,-3,58
COc1ccccc1NS(=O)(=O)c1c(C(=O)N2CCCC2)c(C)n(C)c1C,-10,6
C/C(CCc1ccccc1)=N\NC(=O)CC(=O)NCCc1ccccc1,-7,7
O=[N+]([O-])c1ccc(N2CCN(c3cccc(Cl)c3)CC2)cn1,-14,9
S=C(NCCc1ccccc1)NCCN1CCOCC1,-16,6
O=C(CSc1ccc2nnc(-c3cccs3)n2n1)N1CCCC1,-21,29
Cc1cc(/C=C(\C#N)C(=O)O)c(C)n1CC1CCCO1 (stereo unspecified),-14,4
NC(=O)c1cccn1Cc1ccccc1Cl,3,7
O=C(NCCCNCc1ccccc1)c1ccccn1,-5,5
CC(=O)n1cc([C@H]2C=C(C(=O)Nc3ccccc3)O[C@@H](OCCCCO)C2)c2ccccc21,-15,20
O=C(COc1ccc2ccccc2c1Br)NC(=S)Nc1cccc(CO)c1,-3,-12
CC1CCN(CCCCOc2ccc([N+](=O)[O-])cc2)CC1,0,31
O=C(CSc1nc2ccccc2c(=O)[nH]1)N1CCN(c2ccccc2)CC1,-22,33
CCCn1c(CN2CCN(c3cccc(Cl)c3)CC2)nc2c1c(=O)n(C)c(=O)n2C,-25,21
COc1cc(/C=C/c2onc(C)c2[N+](=O)[O-])cc(OC)c1OC,-9,4
CCc1cc2c(=O)c(-c3cnn(-c4ccccc4)c3)c(C)oc2cc1OCC(=O)Nc1cccc(C)c1,-7,-1
COc1ccccc1Nc1nc(N2CCOCC2)nc(N2CCOCC2)n1,-17&-1,0&4
CCCNC(=O)c1ccccc1NC(=O)c1ccccc1N(C)S(=O)(=O)c1ccccc1,-15,44
O=C(NC1CCCCC1)c1n[nH]c2c1CC(c1ccccc1)CC2 (stereo unspecified),-4,26
COCCCNC(=O)CSc1nc2sc(C(=O)OC)c(C)c2c(=O)n1N,-21,17
CCN1CCN(CC(=O)Nc2nc3ccc(C)cc3s2)CC1,-14,4
CCOC(=O)c1c(C)nc(SCC(N)=O)c(C#N)c1-c1ccccc1,-15,19
O=C(Cn1ccccc1=O)c1ccc(Cl)cc1,-23,24
O=C(c1ccco1)N1CCN(Cc2cn[nH]c2-c2cccc3ccccc23)CC1,-19,-1
c1coc(CNc2nc3nonc3nc2NCc2ccco2)c1,35,73*
Cc1nn(CC(=O)Nc2cccc(Cl)c2)c(=O)c2cc(-c3ccccc3)nn12,-1,12
O=C(N/N=C/c1ccc(OCC(=O)N2CCCC2)cc1)C(=O)NC1CC1,-8,8
CC(=O)C[C@H](O)CC(=O)[C@H]1OC(=O)CCCCCCCc2ccccc21,-39,-2
O=C(CN1C(=O)S/C(=C\c2ccccc2)C1=O)Nc1cc([N+](=O)[O-])ccc1O,-9,36
COCCn1c(Sc2ccccc2)nc2c1c(=O)[nH]c(=O)n2C,-17,4
CCOC(=O)C1CCN(S(=O)(=O)CCNC(=O)c2ccccc2)CC1,-4,21
Cc1ccc(-n2c(SCC(=O)c3c(N)n(C)c(=O)n(C)c3=O)nc3sc4c(c3c2=O)CCCC4)c(C)c1,3,30
O=C(NCc1ccccc1)C(c1ccncc1)N(C(=O)c1csnn1)c1ccccc1F (stereo unspecified),-25,33
Cc1cccc(OCCCn2c(CO)nc3ccccc32)c1,-29,2
O=C(Nc1cccc2c1C(=O)NC2=O)c1ccc(N2C(=O)CCC2=O)cc1,-9,25
COc1cccc(NC(=O)CN2C(=O)NC3(CCCCCC3)C2=O)c1,-14,8
CCCc1cc(Nc2cccc(OC)c2)n2ncnc2n1,-9,3
CCN(c1ccc(C)cc1C)S(=O)(=O)c1nnc(NC(=O)c2ccco2)s1,-3,16
Cn1nnc(C(O)CN2CCOCC2)n1 (stereo unspecified),-18,15
O=C(O)c1ccc(Cl)c(S(=O)(=O)Nc2ccccc2C(=O)Nc2ccc(Cl)cc2)c1,-22,2
Nc1nc2n(n1)C(c1ccco1)CC(c1ccc(Cl)cc1Cl)N2 (stereo unspecified),-18,4
COCc1nnc(NC(=O)c2ccc(S(=O)(=O)N(C)c3ccccc3)cc2)o1,-27,-1
COc1ccc(C(=O)N2CCC(C(=O)N3CCN(c4ccc(OC)cc4)CC3)CC2)cc1,-9,17
COc1cc(N2CCCC2)c(OC)cc1/C=C(/C#N)c1ccc(F)cc1,-11,4
O=C(OC(C(=O)NC1CCCC1)c1ccncc1)C1=Cc2ccccc2OC1 (stereo unspecified),-25,14
Cc1ccc(S(=O)(=O)NCCC(=O)N2CC(C)OC(C)C2)cc1C (stereo unspecified),-14,8

# 3 compounds drawn at random from the list so far, as already listed:
SMILES,OX1R antag-1,OX1R antag-2
COc1cc2cc(Oc3ccc4ccc(=O)oc4c3)c(=O)oc2cc1OC(C)=O,7,9
CCOC(=O)C1CCN(C(=O)c2ccc(N3CCOCC3)c([N+](=O)[O-])c2)CC1,-7,22
COc1cc(N2CCCC2)c(OC)cc1/C=C(/C#N)c1ccc(F)cc1,-11,4

# The listing continues:
SMILES,OX1R antag-1,OX1R antag-2
CCCc1nc2c(=O)n(C)c(=O)[nH]c2n1CCC,-1,4
O=C1CCN(C(=O)/C=C/c2ccccc2)c2ccccc21,-15,13
COc1ccccc1NC(=S)NCc1ccc2c(c1)OCO2,-16,-2
O=C(CSc1nnc(NC(=O)c2ccccc2C(=O)O)s1)Nc1ccccc1Cl,3,5
Cc1nn(C)c(C)c1C(C)NC(=O)c1ccc(OC2CCN(Cc3ccccn3)CC2)cc1 (stereo unspecified),-10,11
COc1ccc(CCNC(=O)Nc2cccc([N+](=O)[O-])c2)cc1OC,0,46
CNC(=S)NNC(=O)c1c(C)nc2cc(C)ccn12,-1,6
Cc1ccccc1CN1CCNC1=O,-7,11
CC12CCC(=O)N1C(C(=O)Nc1nnc(SCc3ccccc3F)s1)CS2 (stereo unspecified),-22,14
O=[N+]([O-])c1cccc(N/N=C/c2cccc3ccccc23)c1,-10,31
Clc1ccc(-c2nc3nc4ccccc4nc3n2Cc2ccco2)cc1,-1,26
Cc1c(C(=O)Nc2ccc3c(c2)CCC3)cccc1[N+](=O)[O-],-11,18
CCN(CC)CCNC(=O)c1ccc(NS(=O)(=O)c2ccc3c(c2)OCCO3)cc1,4,9
Oc1ccc(/C=N/Nc2nc(-c3ccccc3F)nc3ccccc23)c(O)c1,-9,5
Cc1cc(C)n2nc(C(=O)OCC(=O)Nc3ccc(C)c(S(=O)(=O)N(C)C)c3)nc2n1,2,13
O=C(CSc1nccc(=O)[nH]1)NC1CCCCCC1,-18,14
CCCCSc1nc2c(c(=O)[nH]1)CCC2,-9,12
O=C(Cn1cnc2c(nnn2Cc2ccc(F)cc2)c1=O)NC1CCCC1,1,0
O=C(Cn1ncc2c3ccccc3n(Cc3ccccc3)c2c1=O)NCCN1CCOCC1,-22,10
Cc1csc(NC(C)c2nc3cc(Cl)c(Cl)cc3n2CCCO)n1 (stereo unspecified),-30,31

# Rewritten with two lines to a compound: entries from further up.
# Every second line gives: OX1R antag-1	OX1R antag-2
Oc1ccc(/C=N/Nc2nc(-c3ccccc3F)nc3ccccc23)c(O)c1
 : -9	5
O=C(Cn1ncc2c3ccccc3n(Cc3ccccc3)c2c1=O)NCCN1CCOCC1
 : -22	10
CCCCSc1nc2c(c(=O)[nH]1)CCC2
 : -9	12
O=C1CCN(C(=O)/C=C/c2ccccc2)c2ccccc21
 : -15	13

# Continuation:
SMILES,OX1R antag-1,OX1R antag-2
Cc1cccc(NC(=O)NC2CC(=O)N(c3ccc4c(c3)OCCO4)C2)n1 (stereo unspecified),-12,11
CC(C)Oc1ccc(CC(=O)NNC(=S)Nc2ccccc2)cc1,-8,3
N#Cc1c(NC(=O)c2ccccc2Cl)n(Cc2ccccc2)c2nc3ccccc3nc12,3,40
OCCN1CCN(c2nc(-c3ccccc3)nc3c2oc2ccccc23)CC1,-3,1
CCCS(=O)(=O)N1CCCC(C(=O)Oc2ccccc2Cl)C1 (stereo unspecified),-19,11
CC(C)SC1=NC(C)(C)C=C(/C=C/c2ccc(Cl)cc2Cl)N1,-15,16
COCCCn1c(SCC(N)=O)nnc1-c1ccccc1,-7,10
O=C(NCCSc1ccccn1)c1ccc(Cl)cc1,-22,24
CN(C(=O)COC(=O)/C=C/c1ccc(Cl)c(Cl)c1)c1c(N)n(Cc2ccccc2)c(=O)[nH]c1=O,10,2
COc1ccc(C(=O)N/N=C/c2cccnc2)cc1,2,3
O=C(CN1CCc2ccccc2C1)Nc1ccc(Br)cc1,-25,12
Cc1c(C(=O)N2CCCCC2)c(S(=O)(=O)NCc2ccccc2Cl)c(C)n1C,-22,12
CCOc1ccc(NC(=O)CCC(=O)N/N=C/c2ccc([N+](=O)[O-])s2)cc1,8,20
Cc1ccc(O)c(N=Cc2sc3ccccc3c2Cl)c1,-6,6
CCCCN(C(=O)c1ccc2c(c1)OCO2)C1CCS(=O)(=O)C1 (stereo unspecified),-10,28
COc1ccccc1C(c1nnnn1CCc1ccccc1)N1CCCCCC1 (stereo unspecified),-5,30
Brc1ccc(-c2nnc(-c3ccccc3)o2)o1,-26,8
CCOC(=O)N/N=C/c1cccc(Cl)c1Cl,0,14
Cc1nnsc1C(=O)Nc1cccc(Cl)c1,-22,12
COc1ccc(OCCOC(=O)CCS(=O)(=O)c2ccc(C)cc2)cc1,-16,13
CC(Nc1ccc(F)cc1F)C(=O)NC(=O)NC1CCCCC1 (stereo unspecified),-31,24
O=c1c(-c2ccccc2)n[nH]c2ccccc12,-8,57
CC(=O)Nc1cc(C(=O)N(C)Cc2ccco2)ccc1Sc1ccc(Cl)cc1,-23,4
COc1ccc(CCNC(=O)c2sc(=S)n(C)c2N)cc1,-20,16
Cc1ccc(S(=O)(=O)n2ccc3c(OCCOCCSCC(NC(=O)OC(C)(C)C)C(=O)O)cccc32)cc1 (stereo unspecified),0,17
CC(=O)c1ccc(NC(=O)CN2CCC(C(=O)c3ccc4c(c3)OCCO4)CC2)cc1,-9,22
C/C(=N\NC(=S)NCCc1ccccc1)c1cccc(Br)c1,-25,50

# Screening results deposited in PubChem by The Scripps Research Institute Molecular Screening Center.
